Compound activity from PubChem BioAssay.
TRHR enhancer: qHTS for Small Molecule Agonists and Allosteric Enhancers of Human TRH Receptor: Primary Screen for Enhancers | 360,000 tested, 0.66% active | Thyrotropin-releasing hormone receptor (Homo sapiens), P34981 | enhancement, % at 2 µM | TRHR cells, fluo-8 calcium fluorescence, EC20 TRH enhancement; in the data active = enhancement above about 30%; also: 0% is about no effect
Target sequence (P34981 whole entry, looked up): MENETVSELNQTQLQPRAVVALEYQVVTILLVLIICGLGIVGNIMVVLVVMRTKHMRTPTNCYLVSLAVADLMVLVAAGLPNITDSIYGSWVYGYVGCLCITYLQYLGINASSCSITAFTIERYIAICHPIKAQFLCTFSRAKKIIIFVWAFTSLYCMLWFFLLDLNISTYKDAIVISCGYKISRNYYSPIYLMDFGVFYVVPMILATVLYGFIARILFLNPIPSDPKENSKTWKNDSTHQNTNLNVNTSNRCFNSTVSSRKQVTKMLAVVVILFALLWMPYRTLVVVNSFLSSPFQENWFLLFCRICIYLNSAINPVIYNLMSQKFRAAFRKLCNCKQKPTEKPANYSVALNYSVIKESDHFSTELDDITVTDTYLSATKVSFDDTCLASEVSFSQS
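TRHR-expressing cells loaded with fluo-8 calcium dye were read kinetically (ex 480/em 530) during compound addition, then stimulated with an EC20 of TRH (10 nM final). Enhancement of the Gq-mediated intracellular calcium response was scored.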
D2 ag: HTS Assay for Allosteric Agonists of the Human D2 Dopamine Receptor: Primary Screen for Agonists; D(2) dopamine receptor (Homo sapiens), P14416; HEK293 T-REx D2 cells, calcium flux agonist mode; 340,000 tested, 0.53% active; activation, % at 2 µM; AID 485358, 2010;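 active = activation over 3 SD above normal in the single-dose calcium agonist read, cut at about 30% in these data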; also: 0% is about no effect
Target sequence (P14416 whole entry, looked up): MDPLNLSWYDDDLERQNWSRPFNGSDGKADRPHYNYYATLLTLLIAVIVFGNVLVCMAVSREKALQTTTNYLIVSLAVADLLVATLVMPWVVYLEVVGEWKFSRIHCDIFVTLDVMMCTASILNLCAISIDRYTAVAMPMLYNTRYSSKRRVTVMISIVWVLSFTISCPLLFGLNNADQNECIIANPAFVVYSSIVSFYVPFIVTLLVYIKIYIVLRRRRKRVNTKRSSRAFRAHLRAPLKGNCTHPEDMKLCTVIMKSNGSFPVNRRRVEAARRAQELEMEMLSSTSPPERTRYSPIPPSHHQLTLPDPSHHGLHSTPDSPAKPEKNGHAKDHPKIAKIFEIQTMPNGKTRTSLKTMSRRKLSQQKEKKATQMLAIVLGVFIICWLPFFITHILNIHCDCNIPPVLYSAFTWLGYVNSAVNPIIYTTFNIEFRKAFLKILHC
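Calcium-flux readout, 1 cycle/sec over 180 s following compound pin transfer, in inducible HEK293 Trex D2 cells (force-coupled); dopamine controls included. Positive calcium responses during this window marked compounds as potential agonists.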
D1 agonist: Allosteric Agonists of the Human D1 Dopamine Receptor: qHTS; D(1A) dopamine receptor (Homo sapiens), P21728; HEK293 T-REx D1 cells, calcium flux, agonist mode; activation, % at 2 µM; 360,000 tested, 1% active; AID 504660, 2011; in the data active = activation above about 30%; also: 0% is about no effect
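Inducible HEK293 T-REx D1 cells, force-coupled to calcium signalling, were plated at 4000 cells/well with tetracycline and held overnight at 30 C. After no-wash calcium dye loading, compound-evoked calcium rise over 180 s flagged agonists.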
RXFP1 ag: qHTS Assay for Agonists of the Relaxin Receptor RXFP1; 370,000 tested, 0.3% active; AID 2676, 2010; Relaxin receptor 1 (Homo sapiens), Q9HBX9; HEK293T-RXFP1 cAMP TR-FRET, 30 min; response scale: percent of porcine relaxin response, buffer zero; Potency, µM (doses to about 57.5 µM), inactives show at the top dose activation, hits mostly activators; active = well fitted activation curve with a large enough effect; inconclusive = small, poorly fitted or top-dose-only effect; also: potency is read from the fitted curve at half-maximal effect; % is scaled to controls: 0 for no effect and ±100 for the full control effect; nearly all actives have a fitted effect of over 60% in size; many of its hits are not listed in these tables
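Agonist response is measured as cAMP accumulation in an RXFP1-transfected HEK293T line under PDE4 inhibition. Values are scaled between buffer-only and 29 nM porcine relaxin, and EC50s come from standard Hill equation fits.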
RXFP1 antagonist: qHTS Assay for Antagonists of the Relaxin Receptor RXFP1; Relaxin receptor 1 (Homo sapiens), Q9HBX9; HEK293-RXFP1, relaxin-stimulated cAMP HTRF, 30 min; active compounds read low; activity change, negative = inhibition, % at 57.5 µM; 350,000 tested, 0.59% active; AID 1259400, 2018;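 active = activity change of -60% or lower, but not beyond a set lower limit; inconclusive = change between -60% and -40%, or beyond the set limit; inactive = change above -40%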; also: % is scaled to controls: 0 for no effect and ±100 for the full control effect
D1 antagonist: Antagonist of Human D 1 Dopamine Receptor: qHTS; 360,000 tested, 3.2% active; HEK293 TREx D1 cells, calcium flux, dopamine EC80; active compounds read low; D(1A) dopamine receptor (Homo sapiens), P21728; AID 504652, 2011; activity change, negative = inhibition, % at 10 µM; in the data active = activity change below about -30%; also: % is scaled to controls: 0 for no effect and ±100 for the full control effect
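Inducible Hek293 Trex D1 cells (tetracycline, overnight, 30 C). Calcium dye 30–90 min RT. Antagonist mode: EC80 dopamine added after 180 s compound read.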
D2 PAM: HTS Assay for Positive Allosteric Modulators of the Human D2 Dopamine Receptor: Primary Screen for Potentiators; D(2) dopamine receptor (Homo sapiens), P14416; HEK293 T-REx D2, calcium flux, EC20 dopamine potentiation; potentiation, % at 10 µM; 340,000 tested, 0.34% active; AID 485347, 2010;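 active = potentiation over 3 SD above the plate norm, cut at about 30% in these data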; also: 0% is about no effect
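Cells plated with tetracycline inducer and held overnight at 30 C; calcium dye loaded 30–90 min at room temperature; baseline taken, compound added and read 180 s; EC20 dopamine then added and read 180 s.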
D1 potentiator: Potentiators of Human D1 Dopamine Receptor: qHTS | D(1A) dopamine receptor (Homo sapiens), P21728 | HEK293 TREx D1 cells, calcium flux, dopamine EC20 potentiation | potentiation, % at 10 µM | 360,000 tested, 0.036% active | AID 504651, 2011; in the data active = potentiation above about 30%; also: 0% is about no effect
D2 antagonist: HTS Assay for Allosteric Antagonists of the Human D2 Dopamine Receptor: Primary Screen for Antagonists | 340,000 tested, 2% active | D(2) dopamine receptor (Homo sapiens), P14416 | HEK293 TREx D2 cells, calcium flux, dopamine EC80 | inhibition, % at 10 µM; in the data active = inhibition above about 30%; also: 0% is about no effect
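Compounds are added to dye-loaded, induced HEK293 T-REx cells coupled to calcium release via D2; after a 3 min kinetic read an EC80 dopamine stimulus is given and fluorescence is recorded for 3 more min.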
Starred values were filed as active, the others as inactive; ? = inconclusive; . = not tested or not shown. An excerpt. The share of hits here may be higher or lower than overall.

SMILES | TRHR enhancer | D2 ag | D1 agonist | RXFP1 ag | RXFP1 antagonist | D1 antagonist | D2 PAM | D1 potentiator | D2 antagonist
O=c1ccc2cc(S(=O)(=O)Nc3ccccc3F)ccc2o1 | 1 | 0.2 | 3 | 12% | 5 | 26 | 5 | 4 | -7
COC(CNC(=O)c1coc2nc3ccccc3nc12)OC | 6 | . | 7 | 0.0% | 3 | -2 | . | -3 | .
Cc1cccc(-n2nnnc2SCC(=O)NCC2(N3CCOCC3)CCCCC2)c1C | -9 | . | 1 | -1.6% | -6 | 4 | . | -13 | .
CCOC(=O)c1c(NC(=O)CN2C(=O)NC3(CCCCCC3)C2=O)sc(C)c1-c1ccc(C)cc1 | 1 | . | 8 | 2.8% | -9 | -11 | . | -2 | .
COc1ccc(CNC(=O)NC(C)(C)c2cccc(C(C)(C)NC(=O)NCc3ccc(OC)cc3)c2)cc1 | -25 | 0.5 | 2 | -1.5% | -13 | -13 | 3 | -5 | -3
Cc1ccc(N2CCN(C(=S)c3ccc(-c4cccc([N+](=O)[O-])c4)o3)CC2)cc1 | 21 | 0.7 | -1 | 4.0% | 9 | 6 | 8 | -4 | -23
Clc1ccccc1CSc1cc2c(nn1)-c1ccccc1CC2 | 1 | 0.4 | 11 | -1.2% | -4 | 8 | 10 | -5 | -4
CN(C)CCNC(=O)c1sc2cccc(F)c2c1Cl | -2 | 1.1 | 2 | 6.4% | 4 | 13 | -14 | -4 | 15
O=C(C1CCN(S(=O)(=O)N2CCOCC2)CC1)N1CCOCC1 | 0 | 0.8 | 4 | -0.7% | 1 | -15 | -4 | -8 | 6
Cc1ccc2oc(=O)c3cc(C(=O)NCCCN4CC(C)CC(C)C4)sc3c2c1 (stereo not given) | -12 | 0.5 | 2 | 1.4% | -13 | -2 | -25 | 2 | -15
N#C/C(=C\c1cn(Cc2ccccc2)c2ccccc12)C(=O)NCc1ccco1 | -6 | 0.2 | 6 | -1.5% | 15 | -20 | -5 | -10 | 1
COc1ccc(S(=O)(=O)N(CC(=O)NCC2CCCO2)C2CCCCC2)cc1OC (stereo not given) | -5 | 0.5 | 1 | -2.6% | -11 | -1 | -17 | -3 | 4
CSc1ccccc1C(=O)C1CCCN(S(=O)(=O)c2c(C)noc2C)C1 (stereo not given) | -1 | 0.7 | 6 | -2.8% | -6 | 4 | 11 | -4 | -8
Cc1ccc2nc(SCC(=O)c3c[nH]c4ccccc34)[nH]c2c1 | 5 | 3.3 | 8 | -3.7% | -31 | -20 | -13 | -5 | -17
Cc1ccc(S(=O)(=O)N2CCCC2CNC(=O)c2ccc3c(c2)OCO3)cc1 (stereo not given) | -3 | 0.0 | 2 | 0.1% | -11 | -8 | 1 | -10 | 0

Entries listed so far containing nitrogen in an aromatic ring:
SMILES | TRHR enhancer | D2 ag | D1 agonist | RXFP1 ag | RXFP1 antagonist | D1 antagonist | D2 PAM | D1 potentiator | D2 antagonist
COC(CNC(=O)c1coc2nc3ccccc3nc12)OC | 6 | . | 7 | 0.0% | 3 | -2 | . | -3 | .
Cc1cccc(-n2nnnc2SCC(=O)NCC2(N3CCOCC3)CCCCC2)c1C | -9 | . | 1 | -1.6% | -6 | 4 | . | -13 | .
Clc1ccccc1CSc1cc2c(nn1)-c1ccccc1CC2 | 1 | 0.4 | 11 | -1.2% | -4 | 8 | 10 | -5 | -4
N#C/C(=C\c1cn(Cc2ccccc2)c2ccccc12)C(=O)NCc1ccco1 | -6 | 0.2 | 6 | -1.5% | 15 | -20 | -5 | -10 | 1
CSc1ccccc1C(=O)C1CCCN(S(=O)(=O)c2c(C)noc2C)C1 (stereo not given) | -1 | 0.7 | 6 | -2.8% | -6 | 4 | 11 | -4 | -8
Cc1ccc2nc(SCC(=O)c3c[nH]c4ccccc34)[nH]c2c1 | 5 | 3.3 | 8 | -3.7% | -31 | -20 | -13 | -5 | -17

(more compounds)
SMILES | TRHR enhancer | D2 ag | D1 agonist | RXFP1 ag | RXFP1 antagonist | D1 antagonist | D2 PAM | D1 potentiator | D2 antagonist
CCOc1ccc(Br)cc1C(=O)N/N=C/c1cccnc1 | -11 | 0.7 | 2 | 8.5% | -5 | 8 | 4 | 5 | -7
Cc1ccc(NC(=O)C2C(c3ccccc3)C2(Cl)Cl)c(C)c1 (stereo not given) | -1 | -1.0 | 0 | 0.0% | -10 | -12 | -2 | -6 | -18
CCOc1ccc(NC(=O)C2CCN(S(=O)(=O)c3c(C)noc3/C=C/c3c(C)cc(C)cc3C)CC2)cc1 | 1 | . | 3 | 0.4% | 2 | 13 | 8 | 1 | .
CC(C)C(NC(=O)c1ccccc1)C(=O)N1CCCCCC1 (stereo not given) | -4 | 0.9 | 3 | -1.3% | -20 | 13 | -2 | -7 | -11
COc1ccc(C(C)NC(=O)Cc2ccc(Br)cc2)cc1 (stereo not given) | 5 | -1.2 | 0 | 0.1% | 2 | 7 | -8 | -1 | -2
COc1ccc(Nc2nnc(SC(C(=O)Nc3cc(C)ccc3C)c3ccccc3)s2)cc1 (stereo not given) | -6 | 0.5 | 1 | -0.8% | -1 | 1 | 8 | -6 | -16
CN(CCC#N)C(=O)CSc1nc2scc(-c3ccccc3)c2c(=O)[nH]1 | 0 | -0.1 | 1 | 1.9% | . | -23 | 4 | -3 | 9
CN(CCO)C(=O)C1CCN(c2ncc(C(F)(F)F)cc2Cl)CC1 | -2 | -0.3 | 3 | -0.1% | -4 | -14 | 6 | -12 | -16
O=C1c2cc(Cl)ccc2OC2(CCNCC2)C12CC(c1ccccc1)=NO2 (stereo not given) | 7 | 0.1 | 19 | 5.6% | . | 11 | 9 | -4 | -14
CN(Cc1ccon1)C(=O)C1CCC(=O)N(CCc2ccc(Cl)cc2)C1 (stereo not given) | -1 | 0.3 | 0 | 1.6% | 7 | -8 | -6 | 2 | 9
Cc1oc(-c2cccc(Cl)c2)nc1CSCC(=O)NCc1ccccc1Cl | -2 | -0.1 | 9 | -1.2% | ? | 5 | 9 | 0 | .
CCOC(=O)c1noc2nc(C)n(Cc3ccc([N+](=O)[O-])cc3)c(=O)c12 | 6 | -1.7 | 5 | 0.1% | -16 | -8 | 3 | -1 | .
C=CCNC(=S)NCCO | -23 | 0.4 | 4 | 3.6% | -2 | -1 | 14 | -3 | 5
Cc1ccsc1C(=O)NNC(=S)NCC(C)C | 3 | 0.2 | -3 | -2.2% | 2 | 8 | 15 | 6 | -10
CCOC(=O)c1cc(-c2ccc(OC)cc2)n(CCC(=O)NCCc2ccccc2)c1C | 13 | 0.7 | 2 | -0.5% | -62* | 3 | 18 | 4 | .
CCC(C)(C)C1CCC(=NNC(=S)Nc2cccnc2)CC1 (stereo not given) | -5 | 1.0 | 3 | 0.1% | -12 | -18 | -10 | 0 | 17
CC(C)NS(=O)(=O)c1ccc(CCC(=O)NCc2ccccn2)cc1 | 8 | 1.9 | 0 | 0.2% | 2 | -9 | -6 | -5 | -9
CC(C)N(Cc1ccccc1)C(=O)COC(=O)CCC(=O)c1ccc(F)cc1 | -2 | -0.3 | 0 | 0.7% | 3 | -14 | 8 | -5 | 7
CC1(C)OC(=O)C(=CNC(Cc2c[nH]c3ccccc23)C(=O)O)C(=O)O1 (stereo not given) | 0 | 0.5 | 5 | -0.8% | 0 | 5 | -7 | 2 | 0
COc1ccc(OCC(=O)OC(C)CN2CCCCC2)cc1 (stereo not given) | -2 | . | -2 | 2.6% | -2 | 11 | . | 0 | -9
COc1ccccc1NS(=O)(=O)c1ccc2c(c1)NC(=O)CC(=O)N2 | 29 | -1.8 | 0 | 1.6% | -19 | 0 | -3 | -1 | -13
C#CCSc1n[nH]c(-c2ccco2)n1 | 4 | 0.9 | 3 | 2.5% | -12 | -13 | 4 | 0 | -6
CCOC(=O)c1sc(NC(=O)Cn2nnc3sc4c(c3c2=O)CCC(C(C)(C)C)C4)nc1C (stereo not given) | 4 | 0.1 | 2 | 1.6% | -19 | -5 | 21 | 7 | -6
CC(C)(C)c1ccc(C(=O)NNc2ncnc3c2cnn3-c2ccc(Cl)cc2)cc1 | 2 | 0.0 | 0 | 0.6% | -7 | 0 | -8 | 1 | .
O=C(OCC(=O)N1CCCC1)c1c(Cl)cccc1Cl | 6 | 2.5 | 4 | 1.6% | -12 | 2 | 12 | -3 | -4
CCn1nnnc1SCC(=O)N1CCN(c2ccccc2)CC1 | 6 | . | 10 | -0.2% | 4 | -1 | 8 | 6 | .
O=C(Nc1cccc(-c2nc3ccccc3s2)c1)C1=COCCO1 | 0 | -0.7 | 0 | -0.8% | -80* | 5 | 9 | -2 | -14
CCOc1ccc(NC(=O)CN2C(=O)COc3ccc(S(=O)(=O)N4CCCC4)cc32)cc1 | -3 | -0.1 | 0 | 0.6% | -13 | -3 | 4 | 1 | -14
Nc1ncnc(Nc2ccc(S(N)(=O)=O)cc2)n1 | 6 | 0.7 | 0 | 2.2% | 3 | -1 | 9 | -2 | 16
Cc1ccc2nc(COc3cccc(NC(=O)c4cccc(Cl)c4)c3)cc(=O)n2c1 | -2 | . | 0 | ? | 43 | 3 | 8 | -2 | .
Brc1ccc(/C=N/Nc2ncnc3c2cnn3Cc2ccccc2)cc1 | 3 | . | 2 | 0.2% | 1 | 1 | . | -1 | .
O=C(CCN1c2ccccc2Sc2ccccc21)OCC(=O)N1CCN(C(=O)c2ccco2)CC1 | -6 | . | 1 | 2.8% | -1 | -1 | -2 | -3 | .
COc1ccc(Cc2nnc(SCC(=O)c3ccc4c(c3)NC(=O)CO4)o2)cc1 | 1 | 0.2 | 9 | 24% | -20 | -7 | 0 | -1 | -4
COc1ccc(N(C(=O)CNC(=O)c2ccco2)C(C(=O)NC2CCCC2)c2cccnc2)cc1 (stereo not given) | -6 | 0.7 | 5 | 0.7% | 4 | 12 | -1 | . | 5
Cc1ccc(NS(=O)(=O)c2ccc3[nH]c(=O)[nH]c3c2)cc1 | -2 | 1.0 | 3 | 1.8% | 10 | -2 | 1 | -5 | -5
CCOc1ccc(/C=N/NC(=O)c2nnn(-c3nonc3N)c2CN(C)C2CCCCC2)cc1 | -2 | -1.0 | 2 | 2.8% | 7 | -3 | 17 | -5 | -15
